Compound activity (PubChem)
CCR6 antagonist: CCR6 (human) receptor antagonism. P51684. CHO-K1 CCR6 PathHunter beta-arrestin, luminescence, CCL20-stimulated. inhibition, % at 20 µM. hit rate 0.49% among 340,000. AID 493098;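 active = compounds whose inhibition of the agonist-driven luminescence signal at 20 µM reaches about 50%, limit read from the data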;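 also: cells stimulated with CCL20 at 14 nM final; plate controls were DMSO with CCL20 for no effect and DMSO without agonist for full effect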
Target sequence (P51684 whole entry, looked up): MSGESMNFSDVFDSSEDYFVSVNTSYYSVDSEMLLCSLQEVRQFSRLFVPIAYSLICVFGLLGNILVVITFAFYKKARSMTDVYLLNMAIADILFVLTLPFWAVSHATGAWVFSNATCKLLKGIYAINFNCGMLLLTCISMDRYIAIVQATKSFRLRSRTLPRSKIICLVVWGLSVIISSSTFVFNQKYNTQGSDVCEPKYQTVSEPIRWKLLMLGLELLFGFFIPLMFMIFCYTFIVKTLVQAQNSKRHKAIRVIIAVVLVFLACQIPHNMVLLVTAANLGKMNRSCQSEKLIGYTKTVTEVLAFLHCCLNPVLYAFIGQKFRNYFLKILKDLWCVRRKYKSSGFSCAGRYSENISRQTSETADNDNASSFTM
APOBEC3A inh: inhibitors of human APOBEC3A DNA deaminase | P31941 | recombinant A3A, FAM/TAMRA ssDNA deamination fluorescence | inhibition, % at 20 µM | hit rate 0.41% among 330,000;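 active = at least 40% inhibition at 20 µM here, with at most 30% in a related deaminase screen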;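 also: plate controls were A3A with DMSO for no effect and wells lacking A3A enzyme for full effect; some results filed as inactive read as strong as hits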
Target sequence (P31941 whole entry, looked up): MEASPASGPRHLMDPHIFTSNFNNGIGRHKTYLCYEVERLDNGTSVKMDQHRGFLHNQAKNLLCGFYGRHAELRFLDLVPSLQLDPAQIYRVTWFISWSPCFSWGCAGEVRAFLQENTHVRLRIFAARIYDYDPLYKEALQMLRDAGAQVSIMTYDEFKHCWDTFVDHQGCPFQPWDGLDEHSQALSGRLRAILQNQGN
EBI2 block: antagonists of human EBI2 receptor. P32249. AID 651636. EBI2 beta-arrestin recruitment, luminescence, 7a,25-OHC stimulated. inhibition, % at 5 µM. hit rate 0.81% among 360,000; in the data active = inhibition above about 38%;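 also: enzyme fragment complementation signal reports receptor beta-arrestin coupling in cells; 0% = agonist plus DMSO wells and 100% = wells without agonist; some results beyond the cut were filed as inactive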
MPTP inh: inhibitors of mitochondrial permeability transition pore; isolated mouse mitochondria, Ca2+ swelling absorbance, 30 min; inhibition, % at 10 µM; hit rate 1.4% among 360,000;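 active = inhibition of 50% or more, scaled per plate between neutral and stimulator controls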;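 also: 0% = DMSO wells given calcium and 100% = 1 mM EGTA wells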
APOBEC3G inh: inhibitors of human APOBEC3G DNA deaminase; Q9HC16; recombinant A3G, ssDNA deamination FAM/TAMRA fluorescence; inhibition, % at 20 µM; hit rate 0.28% among 330,000;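 active = inhibition of at least 40% at 20 µM, with no more than 30% in the related APOBEC3A deaminase screen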;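 also: plate controls were DMSO wells with A3G for no effect and wells lacking A3G enzyme for full effect; some compounds called inactive have numbers as strong as hits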
Gli-Sufu antag: blocks Gli-Sufu signaling in a luciferase reporter | Sufu-KO-LIGHT fibroblasts, Gli luciferase reporter luminescence | inhibition, % at 5 µM | hit rate 0.74% among 340,000 | AID 588413;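 active = inhibition above about 55%, limit read from the data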;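 also: 0% = DMSO-treated cells and 100% = wells with medium but no cells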
CXCR6 inh: CXCR6 (human) receptor inhibition | CHO-K1 PathHunter CXCR6 beta-arrestin, luminescence | hit rate 0.36% among 360,000 | AID 602244 | inhibition, % at 20 µM; in the data active = inhibition above about 34%, passing the limit was not always enough;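 also: antagonist mode with CXCL16 agonist at 10 nM final; 0% = 10 nM CXCL16 with DMSO and 100% = unstimulated wells without agonist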
Target sequence (O00574 whole entry, looked up): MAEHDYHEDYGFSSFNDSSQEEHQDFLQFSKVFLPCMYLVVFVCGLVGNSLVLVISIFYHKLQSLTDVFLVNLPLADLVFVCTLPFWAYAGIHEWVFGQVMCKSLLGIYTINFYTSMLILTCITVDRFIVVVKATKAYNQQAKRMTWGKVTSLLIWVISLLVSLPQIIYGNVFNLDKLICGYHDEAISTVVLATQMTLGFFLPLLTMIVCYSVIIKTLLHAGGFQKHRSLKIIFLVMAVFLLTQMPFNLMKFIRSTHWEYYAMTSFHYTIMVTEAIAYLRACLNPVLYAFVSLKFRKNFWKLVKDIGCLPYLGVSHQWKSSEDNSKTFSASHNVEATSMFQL
NR3A LBD binder: modulators (binders) of human NR3A ligand-binding domain; NR3A LBD differential scanning fluorimetry, Tm shift; 0% = protein alone, 100% = glycine-bound protein; Tm shift relative to glycine control, % at 25 µM; hit rate 2.5% among 340,000;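 active = melting temperature shift of at least 10% of the positive control shift, at one fixed dose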
* hit, by the source's call; . = not tested or not shown.

No.	smiles	CCR6 antagonist	APOBEC3A inh	EBI2 block	MPTP inh
1	Cn1cccc1C(=O)OCC(=O)NC(=O)NC1CCCCC1	8.7	-3.4	-1.2	0.8
2	Cc1cc(C)c(OCC(=O)OCC(=O)NNC(=O)c2ccccc2F)c(C)c1	-15.9	3.7	-6.6	-3.3
3	CC(OC(=O)c1ccccc1Oc1ccccc1)C(=O)NC1CC1 (stereo not given)	7.9	2.1	-5.3	0.4
4	CCCOC(=O)C1=C(C)N(C)C(=O)NC1c1cc2c(cc1[N+](=O)[O-])OCO2 (stereo not given)	-9.4	7.7	10.6	-0.4
5	NS(=O)(=O)c1ccc(CCNC(=O)C2CCCO2)cc1 (stereo not given)	-2.0	-4.4	6.6	-0.5
6	Cc1cc(C)n(CC2CC(=O)N(c3ccc(C)c(Cl)c3)C2=O)n1 (stereo not given)	9.8	2.6	-6.1	-1.0
7	CN(C1CCCCC1)S(=O)(=O)c1ccc(S(=O)(=O)N2CCN(CCC#N)CC2)cc1	-14.2	2.2	-3.1	-0.4
8	O=C(NCCOc1ccccc1)C1CCCCC1	-5.5	-4.5	15.5	-1.2
9	C=CCOc1c(CNc2ccc(S(N)(=O)=O)cc2)cccc1OC	2.0	-1.2	3.5	0.5
10	CCCCOC(C)n1cc(F)c(=O)[nH]c1=O (stereo not given)	-13.5	.	-17.1	0.3

No.	APOBEC3G inh	Gli-Sufu antag	CXCR6 inh	NR3A LBD binder
1	-8.0	-21.3	0.4	-0.6
2	2.0	-3.5	-1.0	-1.3
3	-1.2	0.1	1.3	-3.1
4	12.2	-6.2	7.4	-1.1
5	-6.6	28.3	-10.8	0.7
6	-0.5	4.2	0.6	0.3
7	0.0	-11.3	1.8	1.1
8	-7.2	-27.0	-3.4	-1.2
9	-6.3	-7.9	-4.8	0.9
10	.	-1.3	7.2	-3.9

(list continues)
No.	smiles	CCR6 antagonist	APOBEC3A inh	EBI2 block	MPTP inh
11	CN(CCO)C(=O)CCC(=O)Nc1ccc(S(N)(=O)=O)cc1	4.9	-1.1	1.5	-1.4
12	CCOC(=O)Cc1csc(NC(=O)NC2(C(F)(F)F)Oc3ccc(Cl)cc3O2)n1 (stereo not given)	6.0	-2.6	0.2	6.8
13	O=C(NCC1COc2ccccc2O1)c1ccccc1 (stereo not given)	16.4	8.4	6.5	0.8
14	COc1ccccc1NC(=O)NCc1ccccc1F	-2.5	-0.3	-16.9	1.3
15	Cc1ccc2nc(SCC(=O)NCc3ccc(F)cc3)[nH]c2c1	1.1	-0.9	3.8	1.5
16	CC(C)CCOc1ccc(C(=O)N2CCN(c3ncccn3)CC2)cc1	1.0	-1.0	10.0	0.2
17	COc1ccc(-c2cc(C)no2)cc1S(=O)(=O)N1CCN(c2ccc([N+](=O)[O-])cc2)CC1	13.6	-2.1	1.2	6.3
18	CC(C)C(OC(=O)c1cccs1)C(=O)NCc1ccc(F)cc1 (stereo not given)	13.9	-1.2	9.6	-0.1
19	O=C(NCc1ccc2c(c1)OCO2)C1CC(c2ccc(Cl)cc2)=NO1 (stereo not given)	1.6	-0.4	2.0	0.3
20	COc1ccc(CN2CCCCC2C)c(C)c1C (stereo not given)	1.3	0.3	-18.5	-1.1

No.	APOBEC3G inh	Gli-Sufu antag	CXCR6 inh	NR3A LBD binder
11	-2.1	18.2	-0.7	0.3
12	-4.9	22.5	-0.4	-1.5
13	0.2	-40.7	4.5	1.3
14	-0.9	3.1	4.2	-2.9
15	-3.2	.	-7.5	0.0
16	-8.9	46.9	-17.6	-0.7
17	5.2	31.5	6.2	-1.1
18	-7.4	18.5	8.3	-0.2
19	-3.3	0.4	-16.6	3.5
20	-4.6	12.2	-7.8	-0.1

(cont.)
No.	smiles	CCR6 antagonist	APOBEC3A inh	EBI2 block	MPTP inh
21	NC(=O)c1cc(NC(=O)CCCc2nc3ccccc3s2)cc(C(N)=O)c1	7.0	-4.8	-9.2	0.0
22	O=C(c1ccco1)N1CCN(C(=O)N2CCCC2)CC1	2.8	-1.7	4.6	1.7
23	CCOc1cccc(CN2CCCC(N3CCN(c4cccc(Cl)c4)CC3)C2)c1O (stereo not given)	11.8	-1.0	10.3	1.5
24	Cc1nc2c(C)cccn2c(=O)c1NC(=O)c1cccc2ccccc12	-17.0	4.4	-0.3	-1.2
25	CC1CN(C(=O)c2ccccc2NS(=O)(=O)c2cccc([N+](=O)[O-])c2)CC(C)O1 (stereo not given)	1.5	0.7	-5.0	1.6
26	CC(C)(C)C(=O)O/N=C(\N)c1c(Cl)cccc1Cl	-8.0	1.3	3.9	0.1
27	O=S(=O)(c1cnc[nH]1)N1CCN(c2ccccc2)CC1	4.0	1.7	-3.4	-2.0
28	O=S(=O)(CCN(CCS(=O)(=O)C(F)(F)F)CC1CCCO1)C(F)(F)F (stereo not given)	-2.3	0.7	0.5	0.9
29	O=C(NCCc1c[nH]c2ccccc12)c1ccc([N+](=O)[O-])cc1	10.0	-4.5	15.2	-0.2
30	CCCCCCCCN1[C@@H](CC(C)=O)c2cc(C(F)(F)F)ccc2S1(=O)=O	14.0	3.3	1.8	1.2

No.	APOBEC3G inh	Gli-Sufu antag	CXCR6 inh	NR3A LBD binder
21	-4.5	2.3	-6.3	0.4
22	-6.8	5.6	2.9	-0.4
23	-5.7	20.6	1.0	-3.0
24	-1.7	0.6	4.7	-0.6
25	2.1	-7.7	2.7	-1.1
26	2.8	3.7	-11.8	-0.3
27	-1.5	0.7	-0.1	-0.2
28	0.3	4.5	-8.3	1.5
29	-3.9	-23.9	-7.1	24.6*
30	-0.9	39.4	4.8	2.0

The list continues.
No.	smiles	CCR6 antagonist	APOBEC3A inh	EBI2 block	MPTP inh
31	CN(C)C(=O)c1ccc(NC(=O)COC(=O)C2(c3ccccc3)CCCC2)cc1	12.4	-4.4	-49.8	0.1
32	C=CCOc1cccc(C(=O)NC(c2ccccc2)C(C)C)c1 (stereo not given)	20.1	-0.4	15.6	0.2
33	CN(C(=O)COC(=O)/C=C/c1ccc2ccccc2n1)C1CCS(=O)(=O)C1 (stereo not given)	-5.3	-0.8	-18.3	-0.8
34	COc1ccc(-n2cc(-c3ccccc3)c3c(N4CC(C)OC(C)C4)ncnc32)cc1 (stereo not given)	13.1	-10.4	-6.4	0.4
35	CC1CCCN(C(=O)c2cccc(S(=O)(=O)N3CCCc4ccccc43)c2)C1 (stereo not given)	16.9	-3.7	11.5	0.4
36	Cc1noc(C)c1C(=O)OCC(=O)Nc1ccccc1SCC#N	4.0	-6.1	-6.9	-0.3
37	O=C(Cc1ccccc1)NC(CSSCC(NC(=O)Cc1ccccc1)C(=O)O)C(=O)O (stereo not given)	5.6	.	-1.4	-0.6
38	CC(=O)c1c(C)nn(C(=O)c2cccs2)c1C	10.7	-7.3	-3.6	-1.3
39	COc1ccc(CCNC(=O)C2CCN(C(=O)c3ccc(Br)cc3)CC2)cc1	16.1	-0.9	25.3	-0.7
40	Cc1ccc(S(=O)(=O)N(CC(=O)N2CCC(C)CC2)c2cccc(C)c2)cc1	-6.2	-0.6	4.6	3.9

No.	APOBEC3G inh	Gli-Sufu antag	CXCR6 inh	NR3A LBD binder
31	-7.2	-3.4	-0.4	-1.1
32	-0.4	-6.3	-0.4	-0.7
33	-1.8	6.1	-8.2	-3.5
34	-2.9	-12.2	-2.0	-2.2
35	-3.5	5.5	12.6	3.7
36	-7.7	-5.3	0.6	0.4
37	.	-9.0	-5.4	36.1*
38	-7.1	-5.0	0.1	-4.8
39	-2.0	23.7	3.3	-1.0
40	-4.2	-21.5	3.4	-0.7

Record cards, as listed above. Screens in order: CCR6 antagonist, APOBEC3A inh, EBI2 block, MPTP inh, APOBEC3G inh, Gli-Sufu antag, CXCR6 inh, NR3A LBD binder
CN(C(=O)COC(=O)/C=C/c1ccc2ccccc2n1)C1CCS(=O)(=O)C1 (stereo not given) as listed: -5.3, -0.8, -18.3, -0.8, -1.8, 6.1, -8.2, -3.5
O=C(Cc1ccccc1)NC(CSSCC(NC(=O)Cc1ccccc1)C(=O)O)C(=O)O (stereo not given) as listed: 5.6, ., -1.4, -0.6, ., -9.0, -5.4, 36.1*
C=CCOc1cccc(C(=O)NC(c2ccccc2)C(C)C)c1 (stereo not given) as listed: 20.1, -0.4, 15.6, 0.2, -0.4, -6.3, -0.4, -0.7

(more compounds)
No.	smiles	CCR6 antagonist	APOBEC3A inh	EBI2 block	MPTP inh
41	CSCCC(NC(=O)c1ccco1)C(=O)OCC(=O)N(Cc1ccccc1)C(C)(C)C (stereo not given)	14.3	0.7	4.4	-0.5
42	C=CCn1c(CC(=O)Nc2cccc(OC)c2)nnc1SCC(=O)NC1CCCCC1	-15.7	1.1	-6.6	0.7
43	Cc1nonc1NC(=O)CSc1nc2ccccc2cc1C#N	16.5	-2.9	6.6	5.4
44	COc1ccc(C)cc1NC(=O)NCCCCc1ccccc1	11.4	-2.1	7.4	-2.2
45	C=CCN(CC=C)C(=O)COC(=O)c1ccc(Sc2ncn[nH]2)c([N+](=O)[O-])c1	10.6	4.4	-0.1	-0.7
46	Cc1ccc(OC(=O)c2sc3ncn(C)c(=O)c3c2C)cc1	10.4	-4.2	-7.1	1.5
47	Cc1ccc(Cl)cc1N1CCN(C(=O)Cc2ccc(-n3c(=O)[nH]c4ccsc4c3=O)cc2)CC1	-2.2	4.8	-3.6	0.4
48	O=C(O)C1CCC1C(=O)Nc1nc(-c2ccc(Cl)s2)cs1 (stereo not given)	4.0	-1.2	-6.4	2.1
49	Cc1cc(C)cc(N(CC(=O)NC2CCCCC2)C(=O)c2csnn2)c1	28.9	1.8	2.8	0.5
50	CCCCCCCCOC(=O)C1=C(C)Nc2nnnn2C1c1cccs1 (stereo not given)	-2.5	0.7	6.7	20.1

No.	APOBEC3G inh	Gli-Sufu antag	CXCR6 inh	NR3A LBD binder
41	9.6	-10.1	1.8	-0.4
42	0.3	-11.1	-9.2	-4.5
43	-1.1	-7.1	12.0	-3.5
44	-4.4	-3.7	-2.2	-18.0
45	-0.6	2.6	3.0	1.4
46	-5.9	-10.0	1.9	-3.5
47	0.9	9.4	-6.2	-7.5
48	-4.5	3.9	-3.9	1.4
49	-2.0	-4.4	0.4	-0.5
50	-2.0	12.6	19.2	-7.3

More structures
No.	smiles	CCR6 antagonist	APOBEC3A inh	EBI2 block	MPTP inh
51	CCN(CC)S(=O)(=O)c1ccc(N2CCOCC2)c(NC(=O)Cc2ccccc2)c1	-7.2	1.3	-24.9	-1.4
52	O=C(/C=C/c1cccc(F)c1)Nc1nccs1	0.0	-4.5	9.9	2.0
53	CCOC(=O)COc1ccc2c(=O)c(-c3ccccc3OC)coc2c1	11.0	0.3	-11.4	0.5
54	COc1ccc(N2CC(C(=O)Nc3nnc(SCc4cccnc4)s3)CC2=O)cc1 (stereo not given)	6.5	-1.1	-3.2	0.2
55	O=C(O)CCNc1ccc(Cl)cc1	6.1	3.2	4.9	3.2
56	CCn1c(/C=C/c2ccc(O)cc2)nc2ccccc2c1=O	1.3	-3.3	-5.6	0.1
57	Cc1ccc(SCC(=O)N2CCC(C(N)=O)CC2)cc1	1.9	0.8	-1.8	-0.9
58	Cc1cc(C(F)F)n2nc(C(=O)Nc3ccc(S(=O)(=O)N4CCCCCC4)cc3)nc2n1	-15.9	-1.8	-6.1	-1.9
59	Cc1ccc(-c2nc3ccccc3c(C(=O)NCc3cccs3)c2C)cc1	23.4	-1.1	3.6	1.9
60	C[C@@H]1CCC[C@@]2(O[C@H](CCO)C[C@H](O)[C@H]2O)O1	-6.1	-4.2	-12.1	1.1
61	COc1cccc(N2CCN(C(=O)Cn3c(=O)oc4ccccc43)CC2)c1	13.0	-0.7	-5.6	-1.1

No.	APOBEC3G inh	Gli-Sufu antag	CXCR6 inh	NR3A LBD binder
51	-7.3	-3.4	0.8	-3.9
52	-8.7	-85.8	-2.1	2.6
53	4.1	-2.8	-1.5	-1.1
54	-5.7	0.1	4.0	-6.1
55	5.2	-3.2	-3.5	1.0
56	-5.9	-13.8	-1.4	1.1
57	-4.4	-9.2	8.5	-0.3
58	-4.7	-1.9	-4.9	-3.8
59	-5.5	3.2	8.3	2.8
60	-12.6	-2.2	-1.7	-2.3
61	0.2	7.5	-4.3	-0.1
